Screening results deposited in PubChem BioAssay by several laboratories.
S1P3 agonist: agonists of human S1P3 receptor | S1P3 NFAT-BLA reporter cells, agonism, FRET ratio; relative to 1 µM S1P, basal subtracted | activation, % at 4.5 µM | 60,000 tested, 0.1% active;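 active means activation above the screen-wide mean plus 3 SD, cut at about 4.5% in these data, passing the limit was not always enough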; further: some compounds called inactive have numbers as strong as hits
Target sequence (Q99500 whole entry, looked up): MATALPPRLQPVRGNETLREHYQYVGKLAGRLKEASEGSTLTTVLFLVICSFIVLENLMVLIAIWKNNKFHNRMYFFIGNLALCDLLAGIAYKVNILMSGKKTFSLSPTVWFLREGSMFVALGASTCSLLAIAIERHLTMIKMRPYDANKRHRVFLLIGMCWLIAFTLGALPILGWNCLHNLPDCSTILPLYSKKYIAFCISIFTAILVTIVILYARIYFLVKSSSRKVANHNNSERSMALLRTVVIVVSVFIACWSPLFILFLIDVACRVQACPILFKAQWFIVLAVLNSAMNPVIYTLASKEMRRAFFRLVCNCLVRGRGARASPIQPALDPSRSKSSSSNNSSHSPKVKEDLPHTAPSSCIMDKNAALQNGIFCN
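Material: Human S1P3 NFAT-BLA reporter CHO cells | Incubation: Overnight plating, 4 h compound 37 °C, 2 h substrate RT | Signal: FRET β-lactamase substrate fluorescence, excitation 405 nm, 460/535 nm emission ratio, background-subtracted | Compound: 4.5 µM final, single dose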
SF1 activator: activators of human nuclear receptor SF-1. Q13285. CHO-K1 Gal4-SF-1 LBD luciferase reporter; % increase over DMSO SF-1-specific signal. activation, % at 10 µM. 65,000 tested, 1.9% active;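 active means activation above the mean activation of all tested compounds plus 3 SD, cut at about 50% in these data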
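Test system: CHO-K1 cells with Gal4–hSF-1 LBD chimera plus Gal4-driven luciferase; Input: 4,000 cells/well; Compound: 10 µM only; Times: 20 h compound treatment, 37 °C; Measured by: steady-glow luciferase luminescence, read after 15 min reagent incubation; Measure: percent activation versus DMSO; Control set: DMSO and mock-transfected background; Replicates: one test per compound.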
5HT1E ag: activates the human 5-HT1E serotonin receptor; P28566; CHO 5-HT1E Ga15 NFAT-bla reporter, FRET; 0% DMSO wells, 100% control agonist wells; activation, % at 6 µM; 65,000 tested, 0.69% active;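 active means activation above a set limit, the screen-wide mean activation plus 3 SD, cut at about 8.5% in these data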;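 further: 100% = positive control agonist at 1 µM giving full maximal response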
S1P1 ag-PAM: activates or potentiates agonism at human S1P1 receptor. activation, % at 9.5 µM. S1P1 CRE-bla cells, forskolin, beta-lactamase FRET, potentiator mode; S1P1 agonist co-added at EC20, 2 nM; 100% = saturating reference agonist, 0% = basal. 56,000 tested, 0.57% active. AID 449;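 active means activation above a cutoff set at the mean activation of all tested compounds plus 3 SD, cut at about 54% in these data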;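 further: forskolin at 4 µM as EC80 and the EC20 agonist is SEW2871; 100% = SEW2871 at its EC100 plus forskolin at EC80; some compounds past the cut are filed as inactive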
Target sequence (P21453 whole entry, looked up): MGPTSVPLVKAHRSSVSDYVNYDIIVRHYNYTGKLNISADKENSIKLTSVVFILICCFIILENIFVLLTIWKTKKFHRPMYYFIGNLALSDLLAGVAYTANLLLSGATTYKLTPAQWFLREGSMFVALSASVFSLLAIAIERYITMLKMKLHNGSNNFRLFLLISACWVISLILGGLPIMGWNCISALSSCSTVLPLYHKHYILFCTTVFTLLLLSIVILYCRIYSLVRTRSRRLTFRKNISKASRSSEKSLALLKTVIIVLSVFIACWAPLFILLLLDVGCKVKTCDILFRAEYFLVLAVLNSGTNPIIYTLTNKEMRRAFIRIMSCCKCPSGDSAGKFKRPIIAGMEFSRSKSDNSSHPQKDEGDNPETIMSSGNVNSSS
tolC growth inh: E. coli tolC mutant growth inhibition | growth inhibition, % at 10 µM (by protocol) | E. coli BW25113 tolC mutant growth, OD615 | 65,000 tested, 2.2% active | AID 573;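 active means growth inhibition at or above a cutoff equal to the mean over every tested compound plus 3 SD, cut at about 60% in these data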;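 further: growth measured after 20 h incubation at 37 °C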
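test system = E. coli BW25113 ΔtolC::kan bacteria | medium = LB with kanamycin 50 µg/mL | signal = OD at 615 nm | schedule = 37 °C, 20 h exposure | evaluation = % inhibition of E. coli growth | compound dosing = one dose of 10 µM final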
AP complement: orthogonal test for alternative complement pathway inhibitors; Human serum alternative complement pathway, LPS-coated ELISA, C3 deposition; tested in compound mixtures; inhibition, % at 5 µM; 62,000 tested, 0.08% active; AID 1235;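 active means inhibition above 30% in each of the two pooled mixtures holding the compound, so the lower value exceeds 30%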;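 further: 0% = serum in Mg-EGTA without compound and 100% = EDTA serum blank; some compounds past the cut are filed as inactive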
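Assay system: human serum alternative complement pathway, C3 deposition on LPS-coated wells; Dosing: 5 µM per compound in ten-compound mixtures; Detection: Anti-C3 ELISA, OD 450 nm; Buffer or medium: Mg2+-EGTA GVB++ buffer containing human serum at 1:15 dilution; Timing: 1 h at 37 °C; Replication: two different pools per compound.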
HTR1E antagonist: blocks the human 5-HT1E serotonin receptor; 65,000 tested, 0.99% active; inhibition, % at 6 µM; CHO 5-HT1E Ga15 NFAT-bla reporter, FRET, antagonist;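 active means inhibition above a set limit, the mean inhibition across every tested compound plus 3 SD, cut at about 29% in these data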;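 further: signal is the 460 over 535 nm emission ratio of beta-lactamase substrate; 0% = agonist plus DMSO wells and 100% = wells without agonist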
RORa activator: activators of human nuclear receptor RORA | P35398 | CHO-K1 Gal4-RORA LBD luciferase reporter, luminescence; percent increase over mock-subtracted basal signal | activation, % at 10 µM | 65,000 tested, 1.5% active | AID 560;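 active means activation above the mean of all tested compounds plus 3 SD, cut at about 49% in these data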;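 further: 0% = DMSO-treated RORA cells and 100% = added signal equal to DMSO minus mock-transfected cells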
5-HT1A blocker: 5-HT1a (human) receptor antagonism; 62,000 tested, 0.68% active; inhibition, % at 10 µM; P08908; AID 612; CHO 5-HT1a Ga15 NFAT-bla reporter, antagonist mode;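 active means inhibition above the mean of all tested compounds plus 3 SD, cut at about 43% in these data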;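 further: receptor stimulated by 5-CT agonist at 100 nM near EC80; beta-lactamase reporter measured by ratiometric fluorescence of a cleavable substrate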
* marks the source's active call; other numbers are inactive results; nt = no result given.

SMILES	S1P3 agonist	SF1 activator	5HT1E ag	S1P1 ag-PAM	tolC growth inh	AP complement	HTR1E antagonist	RORa activator	5-HT1A blocker
O=C(CC1(O)C(=O)Nc2ccccc21)c1ccc(-n2cccc2)cc1 (centres undefined)	-0.2	8	-2.5	nt	-2	-4	-9	-13	12
COc1ccccc1/C=c1\sc2nc(-c3ccncc3)nn2c1=O	-0.8	8	-1.5	2	9	7	3	-7	9
CCOc1c(OC)cccc1C1CC(=O)Nc2cc3c(cc21)OCCO3 (centres undefined)	-0.7	4	0.4	14	20	10	3	-5	-1
O=C(Nc1ccccc1Cl)c1cnccn1	0.2	-1	0.1	nt	-4	3	-10	11	-3
CCn1nnc(NC(=O)COc2cc(C)ccc2C(C)C)n1	0.4	-3	-0.5	-26	7	21	-3	-13	-2
CCN1CCN(c2nc3c(C)cccn3c(=O)c2/C=C(\C#N)S(=O)(=O)c2ccccc2)CC1	-2.5	0	0.4	-23	4	4	-3	-2	nt
CN1CCN(c2nc(NCCOC34CC5CC(CC(C5)C3)C4)nc(OCC(F)(F)F)n2)CC1	-1.2	-18	-1.1	4	4	19	3	1	-1
CC1Cn2c(nnc2-c2cc3ccccc3cc2O)S1 (centres undefined)	-0.7	-21	0.2	-8	2	nt	-6	-6	-19
O=C(Nc1c(C(=O)Nc2ccc3c(c2)OCCO3)cnn1-c1ccccc1Cl)c1ccco1	-0.2	44	-0.5	nt	14	-9	-4	7	-2
O=C(c1ccco1)N1CCN(S(=O)(=O)c2ccc(S(=O)(=O)NC3CCCCC3)cc2)CC1	-1.5	-4	-0.5	-3	3	10	5	9	31
CN(C)c1cccc(N=C2C=C(N3CCOCC3)CC(C)(C)C2)c1	-0.5	-6	0.5	2	-9	3	-6	-12	10
COc1ccc(OC)c(C(c2nnnn2Cc2ccccc2)N2CCC(C(N)=O)CC2)c1 (centres undefined)	-0.5	4	0.4	6	0	8	1	4	-9

A second format for 3 compounds above:
| compound | S1P3 agonist | SF1 activator | 5HT1E ag | S1P1 ag-PAM | tolC growth inh | AP complement | HTR1E antagonist | RORa activator | 5-HT1A blocker |
| --- | --- | --- | --- | --- | --- | --- | --- | --- | --- |
| O=C(CC1(O)C(=O)Nc2ccccc21)c1ccc(-n2cccc2)cc1 (centres undefined) | -0.2 | 8 | -2.5 | nt | -2 | -4 | -9 | -13 | 12 |
| COc1ccccc1/C=c1\sc2nc(-c3ccncc3)nn2c1=O | -0.8 | 8 | -1.5 | 2 | 9 | 7 | 3 | -7 | 9 |
| CCOc1c(OC)cccc1C1CC(=O)Nc2cc3c(cc21)OCCO3 (centres undefined) | -0.7 | 4 | 0.4 | 14 | 20 | 10 | 3 | -5 | -1 |

The list goes on.
SMILES	S1P3 agonist	SF1 activator	5HT1E ag	S1P1 ag-PAM	tolC growth inh	AP complement	HTR1E antagonist	RORa activator	5-HT1A blocker
Cc1cc(C)n2nc3nc4c(cc3c2n1)CCCC4	nt	12	1.4	nt	6	5	10	8	-6
Cc1ccc(Nc2nnc(SCc3cc(=O)n4ccsc4n3)s2)c(C)c1	0.5	-6	-0.9	-45	37	13	-4	-13	1
O=C1c2ccccc2C(=O)N1CCCCSc1nnc2ccccn12	-1.4	1	0.4	-4	9	-2	-4	-3	-8
Cc1cc2nc3c(c(=O)n2[nH]1)CCCC3	nt	15	0.5	nt	-7	7	6	-1	-4
OCCCCNc1cccc2ccccc12	0.1	-1	0.3	-22	0	12	-8	-1	10
O=C(CN1C(=O)C2(OCCO2)c2ccccc21)c1ccc(Br)cc1	nt	4	-0.6	nt	-12	5	12	15	5
Cc1nc(N)sc1Cc1ccc2c(c1)OCO2	-0.3	-2	0.3	1	4	-5	6	-13	5
CCC(C)c1ccc(NC(=O)C2CC2)cc1 (centres undefined)	-0.5	41	-0.8	12	7	0	-2	4	1
O=C(NCc1ccc2c(c1)OCO2)c1nnc(Cc2ccc(F)cc2)o1	-1.0	-9	0.5	-19	3	9	-2	-3	8
CC(C)(C)OC(=O)NCCCCCc1nnc(SCC(N)=O)o1	-0.3	6	1.6	0	-6	3	-5	-22	0
Cn1nnnc1SCC(=O)Nc1ccccc1-c1ccccc1	0.1	10	1.0	nt	-8	6	4	25	-5
O=C(Cn1cnc2c(nnn2Cc2ccc(Cl)cc2)c1=O)N1CCCc2ccccc21	-0.2	-11	0.3	-10	-8	nt	1	-14	-11
CCCN1CCC(N2CCN(c3ccccc3OC)CC2)CC1	-0.7	23	-0.4	16	-19	-1	1	3	63*
CCOC(=O)c1sc(C)c2c(=O)n(CCCN3CCOCC3)cnc12	-0.3	7	1.3	-16	-26	18	-6	4	-11
Cc1cc(Nc2ccccc2)n(C(=O)c2ccc(N)cc2)n1	-0.3	5	-0.1	nt	25	nt	5	-9	15
O=C(NCC(c1cccnc1)N1CCN(c2ccccc2F)CC1)c1cccc(Cl)c1 (centres undefined)	nt	-6	-0.5	nt	8	21	-10	-8	5
O=C(O)CC(c1ccccc1)c1ccccc1	-0.7	2	0.1	-1	4	-2	-4	-3	1
COc1ccc2nc3oc(C(=O)N4CCN(c5cccc(Cl)c5)CC4)cc3cc2c1	-0.1	-6	-0.6	29	15	12	-1	7	-7
COC(=O)c1ccc(CN2C(=O)c3ccccc3S2(=O)=O)cc1	0.8	-1	-0.2	nt	10	-1	4	-9	12
CCCc1nc(SCC(=O)N2CCc3ccccc32)c2c(=O)n(C)c(=O)n(C)c2n1	-0.4	1	0.1	18	1	13	4	4	6
Cc1csc2nc(CNS(=O)(=O)c3cccnc3)cn12	3.0	7	-0.5	-30	-12	nt	-13	2	4
Cc1cc(OCC(=O)N(C)C)c2c(-c3ccccc3)cc(=O)oc2c1	-1.2	-17	-0.2	-8	6	6	10	14	-6
CCn1c(SCC(=O)OCc2ccccc2)nnc1-c1ccco1	0.2	-12	0.6	-5	-4	21	4	-20	-8
Cc1ccc2c(c1)-c1cc(C)nn1C(c1ccc3c(c1)OCO3)N2 (centres undefined)	-0.5	-5	0.5	-29	2	5	-2	7	-3
CCN(CC)S(=O)(=O)c1cccc(-c2nnc(SCCOc3ccccc3C)o2)c1	-0.8	-8	-0.6	8	7	14	1	1	39
Cc1ccsc1C=Nc1ccc(O)cc1	-0.1	-8	0.6	-26	-2	19	0	-13	-3
CC1CCc2nc(N)c(C#N)c(-c3cccn3C)c2C1 (centres undefined)	2.3	2	1.0	1	12	6	14	-23	-18
Cc1[nH]nc2c1C(c1ccc(Cl)cc1)C(C#N)=C(N)O2 (centres undefined)	0.0	14	-0.4	-4	-2	-3	5	-2	-5
CCCOc1ccc(CC(=O)NCc2ccco2)cc1OC	-0.3	-16	0.0	-6	-9	4	-4	-8	5
CCC(=O)Nc1nc(C)c(Oc2ccccc2)c(=O)[nH]1	0.0	4	0.3	6	10	nt	-7	-12	nt
CCOC(=O)c1[nH]c(C)c(/C(O)=C2\C(=O)C(=O)N(CCN(C)C)C2c2ccc(C)o2)c1C (centres undefined)	0.5	5	1.1	-2	-20	16	-7	1	3
COc1ccc(C2CC(=O)c3c([nH]c(C(=O)OC(C)C)c3C)C2)cc1OC (centres undefined)	nt	-4	0.5	nt	1	7	4	8	12
CCCCOc1ccc(S(=O)(=O)N2CCCCCC2)cc1	-1.3	0	-0.3	6	62*	21	0	12	0
CCOC(=O)N1CCC(NC(=O)C(Cc2ccccc2)NC(=O)C2CCCCC2)CC1 (centres undefined)	nt	-10	-0.3	nt	7	19	2	6	5
Cc1occc1C(=O)Nc1cc(C(C)(C)C)on1	-0.1	19	-0.3	9	4	-2	7	64*	1
Cc1cc(=O)oc2cc(OCc3ccc(S(=O)(=O)N4CCOCC4)cc3)ccc12	-1.7	4	-0.6	4	9	12	-3	-8	-4
Cc1cc(C(F)(F)F)n2nc(C(=O)O)c(Cl)c2n1	-0.2	-2	-0.3	-26	-14	10	-5	0	-4
CN(C(=O)CSc1nc(-c2ccc(F)cc2)cs1)C1CCS(=O)(=O)C1 (centres undefined)	-0.9	-10	-0.2	16	6	-6	-6	-18	1
CCCCN(CC)Cc1c(C)[nH]c2ccccc2c1=O	0.9	1	-1.1	6	1	-3	1	-8	-2
C(=N\n1cnnc1)/c1ccc2c(c1)OCO2	-1.7	-11	-0.1	-10	-9	-12	0	12	6
N#Cc1nc(-c2ccc(OCc3ccccc3)cc2)oc1NCCCn1ccnc1	-0.5	20	-0.3	4	100*	0	-14	26	-17
COCCn1c(SCC(=O)Nc2cccc(C(=O)OC)c2)nc2ccccc2c1=O	-0.1	10	-1.9	0	2	-6	17	14	-3
Cc1ccc(C)c(/C(O)=C2/C(=O)C(=O)N(CCN3CCOCC3)C2c2ccc(C)o2)c1 (centres undefined)	-0.2	13	-1.3	18	-5	28	10	10	28
Nc1nnc(CCc2ccccc2)s1	-0.2	24	0.6	-19	-16	1	3	-2	-5
CCOC(=O)CCc1c(C)nc2cc(C3CCCN(C(=O)OC(C)(C)C)C3)[nH]n2c1=O (centres undefined)	-0.1	0	-0.4	-3	33	-3	-5	-1	-3
COc1ccc(C2OC(=O)CC2C(=O)N2CCN(c3cc(Cl)ccc3C)CC2)cc1OC (centres undefined)	-0.7	-28	0.5	1	17	8	4	6	21
O=C(O)c1ccc(COc2ccc(Cl)cc2)o1	-0.6	-15	-0.5	nt	0	9	-6	7	-4
COC(=O)c1ccc(CSc2ncnc3c2sc2nc(N4CCOCC4)c4c(c23)CCCC4)o1	-3.9	2	1.9	-14	3	nt	-31	-4	nt
CCc1cc2c(SCC(=O)O)ncnc2s1	-0.6	-4	-0.9	nt	-11	20	6	-1	6
CN(C)c1nc(N)nc(-c2nc3ccccc3s2)n1	-0.8	54*	0.2	-18	6	8	3	11	14
CCCCCn1c(=O)c(C(=O)OCC)c(O)c2ccccc21	0.0	3	1.9	-5	9	3	1	-16	9
CCN(CC)CCOC(=O)C12CC3CC(CC(C3)C1)C2	-0.5	-1	1.2	-9	-8	14	0	-7	11
Cc1ccsc1-c1nc(CSCC(=O)NCc2ccc3c(c2)OCO3)c(C)o1	-0.6	8	-0.4	12	13	1	-1	9	10
CC12CCC(C(=O)N3CCc4ccccc43)(CC1=O)C2(C)C (centres undefined)	-1.2	6	-0.6	6	3	21	8	-3	9
COc1ccc(-n2c(Cc3cc(=O)[nH]c(=O)[nH]3)nnc2SCC(=O)NC2CCCC2)cc1	-0.3	6	2.8	-16	-10	17	-1	-13	2
COCCn1c(SCC(=O)Nc2ncc(C)s2)nc2sc3c(c2c1=O)CCC3	0.6	19	2.1	-59	-13	28	-2	-2	-42

No enrichment for hits; any-hit rate near 7.1%.
